luminol inh ctr: counter-screen for Nox1 inhibitors: inhibitors of luminol chemiluminescence; inhibition, % at 6.7 µM; actives 0.4% (n = 16,000); HRP/luminol/H2O2 chemiluminescence counterscreen; AID 1823; also: reference of the scale not given here
TLR4-MyD88 inh: blocks binding of human TLR4 to MyD88; O00206; Cell-based TLR4-MyD88 binding inhibition assay; inhibition, % at 10 µM; actives 0.06% (n = 16,000); AID 811; in the data active = inhibition above about 45%
NOTCH ag: NOTCH pathway agonism | activation, % at 2.5 µM | actives 0.4% (n = 15,000) | NOTCH signaling luciferase reporter cells, luminescence | AID 434982; in the data active = activation above about 2.2%
PME-1 Maybr inh: inhibitors of human PME-1 in Maybridge library | actives 0.5% (n = 16,000) | recombinant PME-1, FP-Rh probe fluorescence polarization | inhibition, % at 9 µM; in the data active = inhibition above about 30%
Nox1 inhibitor: human Nox1 inhibition; HT29 cells, luminol chemiluminescence ROS; AID 1792; inhibition, % at 6.7 µM; actives 0.81% (n = 16,000)
S1P1 ag: S1P1 (human) receptor agonism; AID 1044; S1P1 agonist cell-based reporter assay; actives 1.5% (n = 16,000); activation, % at 4.5 µM; P21453; in the data active = activation above about 80%
Target sequence (P21453 whole entry, looked up): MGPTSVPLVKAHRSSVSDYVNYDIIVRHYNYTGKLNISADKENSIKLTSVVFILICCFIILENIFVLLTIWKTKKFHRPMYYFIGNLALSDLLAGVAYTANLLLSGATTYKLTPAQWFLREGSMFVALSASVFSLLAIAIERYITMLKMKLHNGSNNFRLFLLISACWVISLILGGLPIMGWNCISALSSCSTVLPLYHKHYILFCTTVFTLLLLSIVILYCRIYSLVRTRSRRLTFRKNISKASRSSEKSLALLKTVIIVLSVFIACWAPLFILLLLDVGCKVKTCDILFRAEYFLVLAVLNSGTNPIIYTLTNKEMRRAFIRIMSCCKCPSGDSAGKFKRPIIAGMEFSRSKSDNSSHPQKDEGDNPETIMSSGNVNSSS
OPRK1 antag MB: OPRK1 (human) antagonism, Maybridge screen; P41145; OPRK1 cells, antagonist mode, fluorescence readout; inhibition, % at 9 µM; actives 0.4% (n = 16,000); in the data active = inhibition above about 50%
rat GALR2 ag: agonists of rat galanin receptor 2 (GALR2). activation, % at 10 µM. cell-based GALR2 agonist screen. O08726. actives 0.5% (n = 16,000); in the data active = activation above about 15%
Target sequence (O08726 whole entry, looked up): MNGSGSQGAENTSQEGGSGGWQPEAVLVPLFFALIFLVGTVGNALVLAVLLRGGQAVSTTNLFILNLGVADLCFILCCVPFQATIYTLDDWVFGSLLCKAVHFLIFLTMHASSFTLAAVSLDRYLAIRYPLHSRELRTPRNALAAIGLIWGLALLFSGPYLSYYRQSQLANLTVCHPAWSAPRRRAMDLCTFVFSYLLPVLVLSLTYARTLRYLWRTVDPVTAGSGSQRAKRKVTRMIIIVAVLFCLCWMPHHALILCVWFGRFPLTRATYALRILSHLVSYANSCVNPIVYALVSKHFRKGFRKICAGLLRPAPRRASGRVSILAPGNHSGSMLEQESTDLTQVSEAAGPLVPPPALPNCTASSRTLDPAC
* = called active by the depositor; · = not tested or not shown. Rule as the data show it, unless noted: active = inhibition above about 75%; inactive = the rest.

Compound	luminol inh ctr	TLR4-MyD88 inh	NOTCH ag	PME-1 Maybr inh	Nox1 inhibitor	S1P1 ag	OPRK1 antag MB	rat GALR2 ag
CN(C)/C=C(\C#N)C(=O)NCc1ccc(F)cc1F	-3.5	-9.4	0.7	2.5	3.2	-0.6	4.8	-0.1
N/C(CS(=O)(=O)c1ccccn1)=N\OC(=O)c1ccc(Cl)cc1	0.0	1.2	0.0	-1.2	-8.8	-17.4	17.7	-5.9
O=[N+]([O-])c1cnc(Sc2n[nH]c(-c3cccs3)n2)s1	-2.7	-12.8	-0.6	7.0	47.2	-16.7	16.3	-6.0
O=C1CCC(O)N1CCc1cnc[nH]1 (stereo not given)	2.0	5.1	-0.4	-0.5	-44.1	1.3	13.5	-4.5
CSc1ncc(C(=O)NN)n1C	7.8	8.9	0.0	3.5	-22.2	-16.6	-8.4	2.6
N#Cc1cc(Cl)ccc1N1C(=O)C=CC1=O	-7.8	9.6	-0.3	-1.7	19.8	20.5	11.6	-10.2
c1ccc(-c2csc(Nc3cccnc3)n2)cc1	31.8	-4.5	-0.1	11.0	-4.8	26.6	9.2	-10.4
Cc1ccc(OCC2CN(Cc3ccccc3)C(=O)O2)cc1 (stereo not given)	3.7	6.2	-0.4	2.4	-60.9	3.8	1.8	-4.4
O=C(Oc1ccc(Oc2ccccc2)cc1)N1CCC(O)CC1	1.4	-4.5	-0.6	0.6	-53.9	4.5	8.1	-7.0
O=C(Nc1ccc2nccnc2c1)c1cccnc1Oc1ccc(Cl)cc1	-0.6	7.4	-0.6	0.2	-33.0	-34.6	6.2	-5.1

More compounds follow.
Compound	luminol inh ctr	TLR4-MyD88 inh	NOTCH ag	PME-1 Maybr inh	Nox1 inhibitor	S1P1 ag	OPRK1 antag MB	rat GALR2 ag
CC1N=C(SCC(=O)c2ccc(F)cc2)N2C(C)N=C(SCC(=O)c3ccc(F)cc3)N12 (stereo not given)	3.4	-2.3	-0.1	-2.4	26.0	-4.4	2.6	-8.1
CCOC(=O)C(C#N)C(=O)c1c(-c2c(Cl)cccc2Cl)noc1C (stereo not given)	-6.8	1.0	·	6.7	-7.5	4.1	14.3	-7.0
O=C(c1ccc(OC(F)(F)F)cc1)c1ncc[nH]1	1.3	10.1	-0.2	-1.4	-14.0	-15.6	-21.4	-5.1
CC(=O)/C(C#N)=C1/N=C(C)CS1	9.2	15.5	-1.0	-0.3	19.1	8.9	14.2	-3.2
Cc1nc(C)c(S(=O)(=O)Oc2ccc3occ([N+](=O)[O-])c3c2)s1	4.1	8.8	-0.5	-2.9	-15.4	-9.5	14.0	-6.5
O=c1[nH]cc(Br)c(=O)[nH]1	-0.4	2.1	-0.8	-3.2	-11.6	-16.5	6.1	-4.6
COc1ccc(OC)c(S(=O)(=O)Nc2cccnc2Sc2ccc(C)cc2)c1	-4.1	-0.3	-0.1	3.6	11.3	6.7	10.0	-5.0
COc1ccccc1N1CCN(S(=O)(=O)c2ccc(-c3cnoc3)s2)CC1	-3.0	5.0	-5.7	2.3	0.4	25.0	-4.2	-5.3
Cc1cc(S(=O)(=O)N2CC=C(c3ccccc3)CC2)c(C(F)(F)F)o1	-2.2	-1.1	-0.2	2.7	-6.2	-4.9	-19.3	-3.3
Cc1ccc(CNC(=O)Nc2ccc(C(C)(C)C)cc2)n1C	-3.2	-7.9	-0.5	2.3	17.1	-2.5	27.7	-7.7

Further compounds
Compound	luminol inh ctr	TLR4-MyD88 inh	NOTCH ag	PME-1 Maybr inh	Nox1 inhibitor	S1P1 ag	OPRK1 antag MB	rat GALR2 ag
O=C(c1cnn(-c2ccccc2)c1C(F)(F)F)N1CCN(c2ccnc3cc(Cl)ccc23)CC1	-7.2	-8.4	·	16.6	25.0	5.1	-11.0	-10.8
CCOC(=O)CCc1c(C(=O)OCC)[nH]c(CC)c1C(=O)OCc1ccccc1	3.5	1.8	-0.7	-11.1	-41.0	3.9	-25.9	-6.0
Cc1c(C(=O)CN2CCN(c3ccc(C(F)(F)F)cn3)CC2)sc2ccc(Cl)cc12	2.0	-72.8	·	-2.4	-80.0	-12.8	-2.6	-5.2
CC(C)(C)OC(=O)Nc1nnc(C(F)(F)C(F)(F)C(F)(F)F)s1	-4.1	4.6	-0.2	0.6	2.3	-6.0	8.6	-2.6
Cc1cc(-c2nnc(CSc3nnc(N)s3)o2)ccc1[N+](=O)[O-]	-1.5	-3.8	-1.1	-0.1	-14.5	-5.0	-2.6	-6.5
CCCCNC(=O)O/N=C(\C)c1ccc2cc(OC)ccc2c1	-2.2	0.5	-0.3	-0.2	-21.6	-2.0	-8.7	-8.3
Cc1nnc2sc3ccccc3n12	-3.3	8.3	-0.3	5.0	11.3	6.5	18.2	-1.4
CC(=O)c1cnn(C(=O)CNC(=O)c2cccnc2Oc2ccccc2)c1C	1.6	-8.6	-0.1	-3.3	1.1	-3.7	13.1	-6.5
COc1ccc(C(=O)c2ccc([N+](=O)[O-])cc2)cc1	0.8	10.7	-0.2	-2.0	-44.4	-0.6	-2.4	-4.6
COC(=O)c1sccc1S(=O)(=O)Nc1ccccc1Sc1ncnc2c(C)csc12	-0.9	8.3	-0.7	5.7	-11.9	-6.0	-1.3	-5.5

The results go on:
Compound	luminol inh ctr	TLR4-MyD88 inh	NOTCH ag	PME-1 Maybr inh	Nox1 inhibitor	S1P1 ag	OPRK1 antag MB	rat GALR2 ag
Cc1c(C)c(C)c(CSC(N)=Nc2ccc(F)cc2)c(C)c1C	-3.3	-5.1	-0.3	3.7	-2.3	-0.6	10.7	-5.7
CCOC(=O)CC1Sc2ccccc2N=C1SCC(=O)Nc1ccc(Cl)cc1 (stereo not given)	0.5	5.5	·	-0.3	-11.2	-2.1	3.2	-2.8
OCCNc1ncnc2nc[nH]c12	-4.9	-3.4	-0.5	4.9	-3.4	-5.0	22.6	-2.2
COc1ccc(OC(=O)/C=C/c2sc3ccccc3c2C)cc1	-1.0	0.1	-0.2	-1.0	73.0	12.8	8.8	-6.9
CCOC(=O)Cn1nc2n(c1=O)-c1ccccc1SC2	-4.1	-4.9	-0.3	3.4	-2.7	-4.7	3.8	-4.6
O=C(NCc1cccs1)c1ccc([N+](=O)[O-])o1	-2.0	-9.1	-1.2	1.9	-2.2	-2.4	7.6	-6.3
O=C(/N=S1\CCC2(C1)OCCO2)Nc1ccc(OC(F)(F)F)cc1 (stereo not given)	-0.5	2.8	-0.9	1.8	-28.1	-0.2	2.1	-2.5
O=C(Cc1ccccc1)NC1CCN(C(=O)Cc2ccccc2)CC1	-3.0	-4.6	0.0	1.8	-1.9	-12.9	3.0	-4.6
Cc1ccc(N2C(=O)CCC2=O)cc1	-1.4	10.6	0.5	5.6	-28.2	-5.4	5.9	-8.0
Cc1nc(-c2noc(-c3ccccc3Cl)n2)c(C(F)(F)F)o1	0.6	-1.5	0.1	1.9	-29.5	79.5	-6.2	-7.0

Five entries from above, with values under each structure.
Fields – luminol inh ctr | TLR4-MyD88 inh | NOTCH ag | PME-1 Maybr inh | Nox1 inhibitor | S1P1 ag | OPRK1 antag MB | rat GALR2 ag
Cc1nnc2sc3ccccc3n12
    -3.3 | 8.3 | -0.3 | 5.0 | 11.3 | 6.5 | 18.2 | -1.4
CC(=O)c1cnn(C(=O)CNC(=O)c2cccnc2Oc2ccccc2)c1C
    1.6 | -8.6 | -0.1 | -3.3 | 1.1 | -3.7 | 13.1 | -6.5
COc1ccc(C(=O)c2ccc([N+](=O)[O-])cc2)cc1
    0.8 | 10.7 | -0.2 | -2.0 | -44.4 | -0.6 | -2.4 | -4.6
COC(=O)c1sccc1S(=O)(=O)Nc1ccccc1Sc1ncnc2c(C)csc12
    -0.9 | 8.3 | -0.7 | 5.7 | -11.9 | -6.0 | -1.3 | -5.5
Cc1c(C)c(C)c(CSC(N)=Nc2ccc(F)cc2)c(C)c1C
    -3.3 | -5.1 | -0.3 | 3.7 | -2.3 | -0.6 | 10.7 | -5.7

(further entries)
Compound	luminol inh ctr	TLR4-MyD88 inh	NOTCH ag	PME-1 Maybr inh	Nox1 inhibitor	S1P1 ag	OPRK1 antag MB	rat GALR2 ag
CSc1c(C#N)c(N)[nH]c(=S)c1C#N	-4.8	10.1	0.8	-3.0	0.0	4.3	-0.5	-5.2
CCN(CC)C(=O)Nc1c(-c2c(Cl)cccc2Cl)noc1C	-5.6	-1.9	-0.7	7.2	0.0	-9.5	33.1	-1.4
NNC(=O)/C(=C\c1ccccc1Cl)NC(=O)c1ccccc1	0.0	-8.1	0.2	0.3	-8.8	-4.0	2.3	-10.0
CSc1scc2c1C(=O)/C(=C/N(C)C)CC2	8.3	-4.2	-0.5	-6.0	27.2	4.2	3.5	-3.3
C=CCNC(=S)SCCN	3.2	6.9	-0.7	-0.7	-20.6	4.9	11.0	-1.8
COc1ccc(-c2csc(-c3ccc4c(c3)OCO4)n2)cc1	-3.6	-3.1	0.1	3.3	6.8	12.4	-3.1	-5.0
Nc1ncc(C(F)(F)F)cc1C(F)(F)F	-5.2	1.4	0.1	7.7	21.2	-6.9	25.2	-2.1
CC(C)n1c(SCC(=O)NNC(=O)c2c(F)cccc2F)nc2cc(C(F)(F)F)ccc21	-1.4	9.9	-0.1	3.7	10.8	0.5	-3.6	-2.6
Cn1c(SCC(=O)Nc2ccc(Cl)cc2)nnc1-c1cnccc1C(F)(F)F	-1.9	0.2	0.5	1.6	16.0	6.7	8.8	-4.4
O=C(NNC(=S)Nc1cccc(C(F)(F)F)c1)c1sc2ccccc2c1Cl	12.8	-0.6	-0.3	-21.6	32.4	96.1*	-0.7	-0.8

(list continues)
Compound	luminol inh ctr	TLR4-MyD88 inh	NOTCH ag	PME-1 Maybr inh	Nox1 inhibitor	S1P1 ag	OPRK1 antag MB	rat GALR2 ag
COC(=O)NC(C)(C)C(C)(C)C(=O)O	4.4	2.6	-0.8	1.4	-164.8	2.5	-24.4	-3.8
Cc1ccc(SC(=O)c2csnn2)cc1	2.1	4.8	-0.7	-2.2	-80.3	-4.1	21.7	-6.1
NNC(=S)c1cc(Cl)cc(Cl)c1	3.9	-5.7	-0.1	-13.3	-52.9	5.5	12.5	-5.7
Cc1nn(C)c(C)c1[N+](=O)[O-]	3.7	-2.7	-1.0	-3.2	-41.0	-1.2	23.8	-4.8
O=C(Nc1ccccc1)Oc1cccc(F)c1OC(=O)Nc1ccccc1	2.6	4.0	-0.3	-2.4	-38.4	-5.4	0.4	-10.3
Cn1cccc1-c1n[nH]c(=S)n1-c1ccc(Cl)cc1Cl	2.5	9.5	0.1	-0.6	-65.6	-6.9	-10.0	-4.0
N#Cc1c(Cl)cccc1NCc1cccs1	3.1	-2.8	0.2	0.8	-37.4	0.3	-20.5	-6.2
O=C(Nc1ccc(S(=O)(=O)Nc2nccs2)cc1)c1sc2ccccc2c1Cl	-5.7	-7.9	-0.3	-25.2	4.1	6.3	3.4	-3.0
O=S(=O)(NC1CCCc2ccccc21)c1ccccc1 (stereo not given)	-1.3	3.4	-0.3	4.4	-16.2	-10.3	-19.5	-7.1
CCOC(=O)N/N=C(\C)c1ccc(F)cc1F	39.6	14.2	0.1	6.6	8.0	4.3	4.0	-3.8

Later entries
Compound	luminol inh ctr	TLR4-MyD88 inh	NOTCH ag	PME-1 Maybr inh	Nox1 inhibitor	S1P1 ag	OPRK1 antag MB	rat GALR2 ag
CCOC(=O)C(Nc1ccccc1)C(=O)OCC	-2.2	-2.3	-0.1	2.6	-11.6	-2.4	9.4	-5.9
Cc1ccc2cc(NC(=O)c3cccs3)ccc2n1	3.9	0.9	0.5	-4.5	-9.2	12.9	-17.8	-5.5
O=C1C=CC(=O)N1Cc1ccc2c(c1)OCO2	1.2	12.6	-0.9	5.6	-38.2	-0.6	3.7	-9.4
Nc1ccc(SCC(=O)O)c(C(=O)O)c1	-6.9	-2.8	-0.6	0.0	-0.6	-14.6	-2.7	-6.1
Nc1cc(Nc2ccc(Br)cc2)nc(N)n1	13.4	-2.9	-0.9	1.7	-31.4	9.2	13.2	-6.4
O=C(CCn1c(=O)oc2ccccc21)NCCN1CCCCC1	-3.9	3.3	-0.1	3.9	-47.1	5.1	5.3	-8.9
O=C(CCc1nc(-c2ccccn2)no1)NCc1ccc2c(c1)OCO2	-2.6	-9.1	-1.1	3.5	-5.8	-8.7	-6.5	-7.8
C/C=C(\C)C(=O)Nc1nncs1	0.4	7.2	-0.2	-0.3	-49.1	-12.0	-1.2	-5.7

Assay outcomes as filed in PubChem.
